Compound activity (PubChem BioAssay)
PPARg SRC-3 ag = agonists of human PPARgamma SRC-3 coactivator recruitment | P37231 | biochemical PPARgamma/SRC-3 coactivator recruitment assay | activation, % at 8 µM | actives 0.26% (n = 200,000) | AID 731; in the data active = activation above about 23%;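 note: 0% = DMSO and 100% = reference agonist; some compounds past the cut are filed as inactive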
Target sequence (P37231 whole entry, looked up): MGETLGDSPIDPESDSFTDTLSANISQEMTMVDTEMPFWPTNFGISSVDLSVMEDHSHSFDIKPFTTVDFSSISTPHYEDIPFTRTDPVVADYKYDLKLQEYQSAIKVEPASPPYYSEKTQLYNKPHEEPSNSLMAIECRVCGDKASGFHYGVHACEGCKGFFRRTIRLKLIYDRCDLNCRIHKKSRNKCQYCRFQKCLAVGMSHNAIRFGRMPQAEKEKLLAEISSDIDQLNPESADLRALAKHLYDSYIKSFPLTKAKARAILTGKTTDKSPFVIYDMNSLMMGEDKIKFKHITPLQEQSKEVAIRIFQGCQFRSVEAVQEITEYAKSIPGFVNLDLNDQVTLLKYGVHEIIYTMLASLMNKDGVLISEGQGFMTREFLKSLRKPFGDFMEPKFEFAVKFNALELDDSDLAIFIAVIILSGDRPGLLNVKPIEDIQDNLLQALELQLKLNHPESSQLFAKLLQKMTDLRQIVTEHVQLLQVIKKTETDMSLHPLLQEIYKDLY
PPARg SRC-2 ag = promotes SRC-2 coactivator recruitment by human PPARgamma; PPARgamma LBD-SRC-2 recruitment, biochemical; P37231; activation, % at 8 µM; actives 0.34% (n = 200,000); in the data active = activation above about 22%;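 note: 0% = vehicle and 100% = reference agonist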
HMGR II inh = blocks class II HMG-CoA reductase of Enterococcus faecalis; inhibition, % at 10 µM; actives 0.41% (n = 190,000); AID 1066; purified E. faecalis HMGR, NADPH absorbance 340 nm kinetic;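 active = inhibition above a set limit, the median over all tested compounds plus 3 SD, cut at about 9.5% in these data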;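 note: enzyme runs in reverse so mevalonate oxidation gives rising NADPH absorbance; 0% = complete reaction with DMSO and 100% = background rate lacking mevalonate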
RAM network inh = yeast RAM network inhibition; S. cerevisiae dse1pr::URA3 reporter, 5-FOA growth OD615, 2 d; analog-sensitive cbk1-as2 kinase mutant strain; inhibition, % at 50 µM; actives 1.8% (n = 190,000);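 active = inhibition above a set limit, 3 SD over mean compound inhibition, cut at about 8.4% in these data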;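 note: 0% = DMSO-only wells with no growth and 100% = 10 µM 1-NA-PP1 full growth; inhibition rescues growth on 5-FOA so higher OD means more RAM inhibition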
L major viab = inhibitors of Leishmania major promastigote growth. actives 9% (n = 200,000). inhibition, % at 10 µM. Leishmania major promastigotes, resazurin fluorescence viability; in the data active = inhibition above about 50%;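 note: promastigotes grown with compound for 44 hours at 28 °C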
S1P3 antag = antagonists of human S1P3 receptor; Q99500; CHO S1P3 NFAT-BLA reporter, FRET fluorescence, antagonist mode; inhibition, % at 4.98 µM; actives 0.27% (n = 170,000); AID 485;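 active = inhibition above the plate cutoff, the mean inhibition of test wells on that plate plus 3 SD, cut at about 28% in these data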;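 note: cells challenged with S1P at its EC80 of 0.8 µM; blue over green emission ratio from cleaved BLA substrate after 4 h stimulation; 0% = S1P-stimulated wells and 100% = unstimulated DMSO-only wells; some compounds past the cut are filed as inactive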
Target sequence (Q99500 whole entry, looked up): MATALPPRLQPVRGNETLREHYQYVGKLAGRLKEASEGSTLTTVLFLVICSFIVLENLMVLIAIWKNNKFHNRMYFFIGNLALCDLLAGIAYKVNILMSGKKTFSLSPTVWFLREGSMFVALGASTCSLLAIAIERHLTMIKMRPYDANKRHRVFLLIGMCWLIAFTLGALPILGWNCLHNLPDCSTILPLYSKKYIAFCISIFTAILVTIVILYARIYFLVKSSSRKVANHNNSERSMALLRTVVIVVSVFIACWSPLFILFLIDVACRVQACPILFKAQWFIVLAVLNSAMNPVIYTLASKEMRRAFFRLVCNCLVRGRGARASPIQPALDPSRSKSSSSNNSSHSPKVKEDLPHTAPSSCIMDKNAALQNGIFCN
ROMK mod = modulators of human ROMK potassium channel; actives 2% (n = 130,000); B-score at 10 µM; AID 1918; Tet-inducible ROMK, thallium flux fluorescence; actives lie on both sides;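 active = signal ratio slope over the read window, or its plate-corrected B-score, at least 3 SD from the plate mean, either direction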;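 note: B-score of the F/F0 ratio slope over 7 to 12 s after thallium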
PPARg SRC1 recr = agonists of human PPARgamma SRC-1 coactivator recruitment | P37231 | PPARgamma-SRC-1 coactivator recruitment biochemical assay | activation, % at 8 µM | actives 0.41% (n = 200,000) | AID 631; in the data active = activation above about 19%;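 note: 0% = DMSO and 100% = reference agonist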
Redox H2O2 prof = compounds producing H2O2 with reducing agent – biochemical, NIH compound library profiling, artefact control for MLSCN library redox annotation, primary screen. actives 0.03% (n = 200,000). activation, % at 10 µM. DTT-dependent redox cycling H2O2, phenol red/HRP absorbance; 100% = 100 µM peroxide control, 0% = buffer. AID 878;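 active = activation of at least 50% relative to the plate's high and low controls in the primary single-dose screen; inactive = activation below 50%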;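 note: compound incubated with DTT at 0.8 mM final as the reducing agent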
bIAP inhibitor = intestinal alkaline phosphatase (bovine) inhibition; purified bovine IAP, CDP-star luminescence, 30 min; inhibition, % at 20 µM; 190,000 tested, under 10 active; AID 1019;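 active = over 50% inhibition of intestinal alkaline phosphatase at 20 µM in the single-dose screen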
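Assay system: bovine IAP enzyme; medium: DEA buffer 100 mM, pH 9.8, with MgCl2 1.0 mM, ZnCl2 0.02 mM; doses: 20 µM single dose; incubation: enzyme reaction for 30 min at room temperature; detection: CDP-star luminescence signal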
SRC2 TRFRET art = TR-FRET artefact, counter-screen to PPARgamma/SRC-2 agonist assay; actives 0.4% (n = 200,000); stronger effect = higher value; TR-FRET ratio at 8 µM; in the data active = TR-FRET ratio above about 2000; note: inactives centre near 1500; reference of the scale not given here
* hit, by the source's call.

What do the screens show for `S=c1[nH]nc(Cc2cccc3ccccc23)o1`?
PPARg SRC-3 ag: 3; PPARg SRC-2 ag: -7; HMGR II inh: -10; RAM network inh: -0.8; L major viab: -5; S1P3 antag: -8; ROMK mod: -0.38; PPARg SRC1 recr: -8; Redox H2O2 prof: 0.0; bIAP inhibitor: -4; SRC2 TRFRET art: 1336

How did COCCOC(=O)c1sc2nc[nH]c(=O)c2c1C do in these assays?
PPARg SRC-3 ag: 4; PPARg SRC-2 ag: -1; RAM network inh: 0.8; L major viab: -5; S1P3 antag: -14; PPARg SRC1 recr: -2; Redox H2O2 prof: -0.4; bIAP inhibitor: -5; SRC2 TRFRET art: 1555

What do the screens show for `Cc1cc(CN2C(=O)c3ccccc3C2=O)no1`?
PPARg SRC-3 ag: 14; PPARg SRC-2 ag: 7; HMGR II inh: -1; RAM network inh: -1.4; L major viab: -3; S1P3 antag: -15; ROMK mod: 0.083; PPARg SRC1 recr: 9; Redox H2O2 prof: -3.9; bIAP inhibitor: 12; SRC2 TRFRET art: 1626

What do the screens show for `C#CC(C)(C)NC(=O)c1sccc1Oc1ccc(F)cc1[N+](=O)[O-]`?
PPARg SRC-3 ag: -4; PPARg SRC-2 ag: -4; HMGR II inh: -7; RAM network inh: 0.7; L major viab: 0; S1P3 antag: 8; ROMK mod: 0.54; PPARg SRC1 recr: 7; Redox H2O2 prof: 14; bIAP inhibitor: -4; SRC2 TRFRET art: 1544

How did O=C(CSc1nc2cc(Cl)ccc2s1)N1CCCc2ccccc21 do in these assays?
PPARg SRC-3 ag: 6; PPARg SRC-2 ag: 0; HMGR II inh: 1; RAM network inh: 11*; L major viab: -2; PPARg SRC1 recr: -3; Redox H2O2 prof: 2.3; bIAP inhibitor: 30; SRC2 TRFRET art: 1475

Results for CC(C)CC(=O)NCCCN1CCN(CCCNC(=O)CC(C)C)CC1 ?
PPARg SRC-3 ag: 1; PPARg SRC-2 ag: 7; HMGR II inh: -7; RAM network inh: 0.2; L major viab: -6; PPARg SRC1 recr: 4; Redox H2O2 prof: 3.0; bIAP inhibitor: -4; SRC2 TRFRET art: 1444

What do the screens show for `Cc1ccc(OCC(=O)N/N=C/c2ccc3c(c2)OCO3)cc1C`?
PPARg SRC-3 ag: -4; PPARg SRC-2 ag: 10; HMGR II inh: -7; RAM network inh: 2.2; L major viab: 9; S1P3 antag: -2; ROMK mod: -0.26; PPARg SRC1 recr: 0; Redox H2O2 prof: -0.6; bIAP inhibitor: -18; SRC2 TRFRET art: 1615

How did COc1ccc(C2C3=C(CC(C)(C)CC3=O)Nc3cc4c(cc32)OCO4)cc1 (stereo not drawn) do in these assays?
PPARg SRC-3 ag: 7; PPARg SRC-2 ag: -1; HMGR II inh: -4; RAM network inh: 0.9; L major viab: 99*; PPARg SRC1 recr: 7; Redox H2O2 prof: 2.3; bIAP inhibitor: -6; SRC2 TRFRET art: 1472

Results for COCCN(C(=O)CSc1nnc(Nc2ccc(C)cc2)s1)c1c(N)n(CC(C)C)c(=O)[nH]c1=O ?
PPARg SRC-3 ag: 0; PPARg SRC-2 ag: 0; HMGR II inh: 1; RAM network inh: 1.4; L major viab: -4; S1P3 antag: 2; ROMK mod: -0.46; PPARg SRC1 recr: 4; Redox H2O2 prof: -0.1; bIAP inhibitor: -15; SRC2 TRFRET art: 1557

What do the screens show for `O=C(CSc1ncn[nH]1)Nc1ccccc1-c1ccccc1`?
PPARg SRC-3 ag: 0; PPARg SRC-2 ag: 1; HMGR II inh: -7; RAM network inh: 2.4; L major viab: -3; PPARg SRC1 recr: -1; Redox H2O2 prof: -2.6; bIAP inhibitor: -5; SRC2 TRFRET art: 1546

How did COC(=O)CNS(=O)(=O)c1ccc(Cc2ccc(S(=O)(=O)NCC(=O)OC)cc2)cc1 do in these assays?
PPARg SRC-3 ag: 9; PPARg SRC-2 ag: 0; HMGR II inh: -4; RAM network inh: 2.4; L major viab: -6; S1P3 antag: -25; PPARg SRC1 recr: 0; Redox H2O2 prof: -1.4; bIAP inhibitor: -25; SRC2 TRFRET art: 1510

Results for CCC(=O)c1ccc(OCC(=O)NC2(C#N)CCCCC2)cc1 ?
PPARg SRC-3 ag: 1; PPARg SRC-2 ag: 3; HMGR II inh: 4; RAM network inh: 0.5; L major viab: -1; S1P3 antag: -12; ROMK mod: -0.63; PPARg SRC1 recr: 10; Redox H2O2 prof: 0.7; bIAP inhibitor: 30; SRC2 TRFRET art: 1573

How did COC(=O)c1cc(C(C)=O)n2ccccc12 do in these assays?
PPARg SRC-3 ag: 7; PPARg SRC-2 ag: 0; HMGR II inh: -5; RAM network inh: 2.5; L major viab: -2; PPARg SRC1 recr: 3; Redox H2O2 prof: -8.6; bIAP inhibitor: 5; SRC2 TRFRET art: 1466

What do the screens show for `O=C(Nc1ccccc1)c1ccc(S(=O)(=O)NCc2ccco2)cc1`?
PPARg SRC-3 ag: 5; PPARg SRC-2 ag: 0; HMGR II inh: -3; RAM network inh: 1.5; L major viab: 8; S1P3 antag: 16; PPARg SRC1 recr: -3; Redox H2O2 prof: -0.5; bIAP inhibitor: 12; SRC2 TRFRET art: 1456

Results for Cc1ccc(/C(N)=N/OC(=O)c2cccc(F)c2)cc1 ?
PPARg SRC-3 ag: -1; PPARg SRC-2 ag: 13; HMGR II inh: 1; RAM network inh: -0.3; L major viab: 7; PPARg SRC1 recr: -4; Redox H2O2 prof: -0.6; bIAP inhibitor: 11; SRC2 TRFRET art: 1383

What do the screens show for `CC(C)N(Cc1nc(-c2ccccc2)no1)C(=O)C1CCCCC1`?
PPARg SRC-3 ag: 1; PPARg SRC-2 ag: 9; HMGR II inh: -5; RAM network inh: -1.5; L major viab: 6; ROMK mod: -1.4; PPARg SRC1 recr: 2; Redox H2O2 prof: 0.2; bIAP inhibitor: 4; SRC2 TRFRET art: 1741

Results for CCOCCCNC(=O)CN1C(=O)CSc2ccccc21 ?
PPARg SRC-3 ag: -2; PPARg SRC-2 ag: -9; HMGR II inh: -4; RAM network inh: 1.1; L major viab: -5; S1P3 antag: -18; ROMK mod: -1.1; PPARg SRC1 recr: -3; Redox H2O2 prof: 0.6; bIAP inhibitor: 2; SRC2 TRFRET art: 1345

How did Cc1cccc(N2CCN(Cc3cn(C)nc3-c3ccccc3F)CC2)n1 do in these assays?
PPARg SRC-3 ag: -1; PPARg SRC-2 ag: -4; HMGR II inh: -1; RAM network inh: 0.1; L major viab: 2; S1P3 antag: -1; ROMK mod: 0.095; PPARg SRC1 recr: 4; Redox H2O2 prof: -1.0; bIAP inhibitor: -9; SRC2 TRFRET art: 1479

How did CO/N=C(/CNC(=O)c1cccc(Cl)c1)c1ccc(Cl)cc1 do in these assays?
PPARg SRC-3 ag: -1; PPARg SRC-2 ag: 13; HMGR II inh: -2; RAM network inh: 0.0; L major viab: 7; ROMK mod: -0.34; PPARg SRC1 recr: 3; Redox H2O2 prof: -3.9; bIAP inhibitor: 15; SRC2 TRFRET art: 1594

Results for CCC1(CC)C(=O)NC(=O)NC1=Nc1cccc(OC)c1 ?
PPARg SRC-3 ag: 1; PPARg SRC-2 ag: 5; HMGR II inh: 7; RAM network inh: 1.8; L major viab: -7; S1P3 antag: 5; PPARg SRC1 recr: 6; Redox H2O2 prof: -0.5; bIAP inhibitor: 11; SRC2 TRFRET art: 1493

What do the screens show for `O=C(OCC1O[C@@H](OC(=O)c2cc(O)c(O)c(O)c2)[C@@H](OC(=O)c2cc(O)c(O)c(O)c2)[C@@H](OC(=O)c2cc(O)c(O)c(O)c2)[C@@H]1OC(=O)c1cc(O)c(O)c(O)c1)c1cc(O)c(O)c(O)c1` (stereo partly drawn)?
PPARg SRC-3 ag: 11; PPARg SRC-2 ag: 28*; HMGR II inh: -2; RAM network inh: 0.5; L major viab: -6; S1P3 antag: -8; ROMK mod: 0.72; PPARg SRC1 recr: 19; Redox H2O2 prof: -0.4; bIAP inhibitor: -7; SRC2 TRFRET art: 1406

How did CCn1ncc(C2=NOC(C(=O)NCC(C)C)C2)c1C (stereo not drawn) do in these assays?
PPARg SRC-3 ag: -6; PPARg SRC-2 ag: 10; HMGR II inh: -3; RAM network inh: 2.0; L major viab: -8; ROMK mod: -0.3; PPARg SRC1 recr: -3; Redox H2O2 prof: 0.0; bIAP inhibitor: 14; SRC2 TRFRET art: 1518

How did COc1ccc(C2C(C#N)=C(N)Oc3cc(C)n(Cc4ccco4)c(=O)c32)cc1 (stereo not drawn) do in these assays?
PPARg SRC-3 ag: -1; PPARg SRC-2 ag: -5; HMGR II inh: -3; RAM network inh: 3.8; L major viab: 17; ROMK mod: 0.092; PPARg SRC1 recr: 1; Redox H2O2 prof: 0.9; bIAP inhibitor: 7; SRC2 TRFRET art: 1504

Results for COC(=O)CSc1nnc(COc2ccc([N+](=O)[O-])cc2)n1C ?
PPARg SRC-3 ag: -2; PPARg SRC-2 ag: 7; HMGR II inh: -1; RAM network inh: 2.3; L major viab: -6; S1P3 antag: -5; ROMK mod: 0.63; PPARg SRC1 recr: 9; Redox H2O2 prof: 0.1; bIAP inhibitor: -4; SRC2 TRFRET art: 1695

Results for COc1ccccc1N1CCN(/N=C/c2cccc(O)c2)CC1 ?
PPARg SRC-3 ag: -1; PPARg SRC-2 ag: -6; HMGR II inh: 2; RAM network inh: 0.0; L major viab: -3; S1P3 antag: -2; ROMK mod: -0.29; PPARg SRC1 recr: -9; Redox H2O2 prof: -0.4; bIAP inhibitor: 0; SRC2 TRFRET art: 1488

How did CCCN(CCC)c1nc(C)cc(C(C#N)c2nc3ccccc3o2)n1 (stereo not drawn) do in these assays?
PPARg SRC-3 ag: -11; PPARg SRC-2 ag: -8; HMGR II inh: 2; RAM network inh: 1.7; L major viab: 6; S1P3 antag: -6; ROMK mod: 0.31; PPARg SRC1 recr: 3; Redox H2O2 prof: -0.2; bIAP inhibitor: 6; SRC2 TRFRET art: 1269

How did CC(C)(C)SCCNC(=O)CN1C(=O)c2ccccc2S1(=O)=O do in these assays?
PPARg SRC-3 ag: 4; PPARg SRC-2 ag: 5; HMGR II inh: -2; RAM network inh: 2.6; L major viab: -7; S1P3 antag: 12; PPARg SRC1 recr: -2; Redox H2O2 prof: -0.3; bIAP inhibitor: 8; SRC2 TRFRET art: 1511

What do the screens show for `COc1ccc(N2CCN(CC(=O)Nc3cc4c(cc3C(C)=O)OCO4)CC2)cc1`?
PPARg SRC-3 ag: 1; PPARg SRC-2 ag: -1; L major viab: -15; S1P3 antag: 16; PPARg SRC1 recr: 0; Redox H2O2 prof: 3.4; SRC2 TRFRET art: 1487
